HGIII-sPLA2 inh = Blocks human group III sPLA2 activity. QFRET BODIPY PC-A2 liposome hydrolysis, fluorescence. inhibition, % at 12.2 µM. 370,000 tested, 0.56% active. AID 743126;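 active = inhibition above mean plus 3 SD of compounds lying within the high and low control bounds, cut at about 19% in these data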;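 note: 0% = median of test compound wells and 100% = no enzyme DMSO wells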
Target sequence (Q9NZ20 whole entry, looked up): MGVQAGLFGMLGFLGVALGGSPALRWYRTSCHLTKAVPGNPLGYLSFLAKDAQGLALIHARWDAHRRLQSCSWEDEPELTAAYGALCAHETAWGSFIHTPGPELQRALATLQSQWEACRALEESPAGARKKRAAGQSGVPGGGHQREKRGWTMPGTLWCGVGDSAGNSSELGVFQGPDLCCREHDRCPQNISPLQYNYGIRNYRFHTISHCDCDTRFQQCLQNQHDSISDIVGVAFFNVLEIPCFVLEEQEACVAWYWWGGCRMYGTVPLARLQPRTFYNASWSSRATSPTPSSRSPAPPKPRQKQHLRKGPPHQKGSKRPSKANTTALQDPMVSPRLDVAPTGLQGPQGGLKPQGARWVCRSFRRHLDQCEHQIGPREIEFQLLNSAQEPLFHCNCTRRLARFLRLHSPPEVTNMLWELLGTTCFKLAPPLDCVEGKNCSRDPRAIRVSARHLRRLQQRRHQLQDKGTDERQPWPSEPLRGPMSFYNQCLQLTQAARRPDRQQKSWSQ
proKLK7 act = activates the human kallikrein-7 zymogen; 370,000 tested, 0.9% active; purified proKLK7, EDANS-DABCYL substrate fluorescence; 100% is mature enzyme control, 0% vehicle; activation, % at 7 µM; P49862;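 active = activation above the mean of all tested compounds plus 3 SD, computed per campaign excluding outliers beyond control limits, cut at about 13% in these data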
Target sequence (P49862 whole entry, looked up): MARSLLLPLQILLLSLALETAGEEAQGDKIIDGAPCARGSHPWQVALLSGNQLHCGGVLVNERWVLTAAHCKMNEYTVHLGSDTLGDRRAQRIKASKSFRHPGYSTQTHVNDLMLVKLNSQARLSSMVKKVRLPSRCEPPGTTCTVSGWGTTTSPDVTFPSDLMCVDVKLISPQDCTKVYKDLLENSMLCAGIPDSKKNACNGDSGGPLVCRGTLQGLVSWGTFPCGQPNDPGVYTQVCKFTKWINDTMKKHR
UHRF1 MBD2 ctr = human UHRF1 methylated DNA binding inhibitors | Q96T88 | UHRF1 binding to methylated oligo, TR-FRET | inhibition, % at 4.4 µM | 370,000 tested, 0.75% active; in the data active = inhibition above about 21%;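 note: UHRF1 SRA domain binding a hemimethylated CpG hairpin DNA probe; 0% = median of test compound wells and 100% = reference inhibitor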
Tn6 DDE FP = DD(E)-Tn6 binding inhibition, primary FP screen. P02675. 370,000 tested, 0.21% active. inhibition, % at 8.3 µM. Fibrin DD(E) TRITC-Tn6 fluorescence polarization displacement. AID 720509;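 active = inhibition above a per-campaign cutoff: mean of compounds within control limits plus 3 SD, cut at about 15% in these data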;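 note: 0% = median of all compound wells on the plate and 100% = blocking peptide control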
DDE Tn7 FP inh = disrupts Tn7 cyclic peptide binding to fibrin D-Dimer-E complex. P02675. FP displacement of FITC-Tn7 peptide from fibrin DD(E); 0% = median of compound wells per plate. inhibition, % at 8.3 µM. 370,000 tested, 0.13% active. AID 720508;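 active = inhibition above the mean of compounds falling within the control limits plus 3 SD of them, cut at about 14% in these data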;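 note: 0% = plate median of compound wells and 100% = 10 µM Aha-Tn7 peptide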
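Assay system: human fibrin DD(E). Input: DD(E) 2 µM final. Medium: Tris buffer with calcium and detergent, pH 7.8. Compound dosing: single point at 8.3 µM. Timing: 10 min plus 3 h, room temperature. Technique: fluorescence polarization of the labelled Tn7 tracer. Read-out: percent inhibition. Replicates: singlicate testing.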
Rev-erbA mod = modulates human Rev-erb alpha binding to DNA; Rev-erbα–FITC-DNA binding, fluorescence polarization, 90 min; activity, % at 10 µM; 370,000 tested, 0.79% active; P20393;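 active = activity above about 14%, limit read from the data; passing the limit was not always enough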;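 note: 0% = DMSO wells with 35 nM protein and 100% = DMSO wells with 750 nM protein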
ASAP1 GAP inh = ASAP1 ArfGAP inhibition; ASAP1-stimulated ARF1 GTP hydrolysis, GDP FP detection; inhibition, % at 16.5 µM; 360,000 tested, 0.19% active; AID 624377; in the data active = inhibition above about 25%;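 note: 0% = vehicle with enzyme and substrate and 100% = no enzyme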
PLCb3 inh = blocks human PLC-beta3 enzyme activity. Q01970. Purified PLC-beta3, fluorogenic substrate, fluorescence. inhibition, % at 12.2 µM. 370,000 tested, 0.18% active; in the data active = inhibition above about 11%;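 note: 0% = median of compound wells on plate and 100% = full blocker control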
PLCg1 inh = PLC-gamma1 (human) inhibition, primary screen. purified PLC-gamma1, fluorogenic substrate, fluorescence. 370,000 tested, 0.84% active. inhibition, % at 12.2 µM. P19174; in the data active = inhibition above about 9.5%
ARFGAP1 inh = rat ARFGAP1 inhibition. Arfgap1-stimulated ARF1 GTP hydrolysis, GDP FP detection. inhibition, % at 16.5 µM. AID 651572. Q62848. 360,000 tested, 0.26% active;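 active = inhibition above a per-plate limit, mean inhibition of low control wells plus 3 SD, cut at about 25% in these data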;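 note: 0% = DMSO wells with enzyme and 100% = wells lacking Arfgap1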
Target sequence (Q62848 1-136 limits assumed): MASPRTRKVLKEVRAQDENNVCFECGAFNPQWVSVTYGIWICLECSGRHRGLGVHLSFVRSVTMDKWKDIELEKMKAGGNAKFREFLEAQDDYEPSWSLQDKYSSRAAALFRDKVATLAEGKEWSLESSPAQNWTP
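System: truncated rat Arfgap1 GAP domain / Medium: HEPES-based buffer, pH 7.5 / Also added: N-terminally truncated human ARF1-GTP substrate / Incubation: enzyme reaction 120 min at 25 °C after 20 min preincubation / Measured by: FP of antibody-bound GDP Alexa 633 tracer, ex 620/em 688 nm / Replicates: singlicate, each compound tested once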
* marks the source's active call; other numbers are inactive results; i = inactive; / = no result given.

HGIII-sPLA2 inh	proKLK7 act	UHRF1 MBD2 ctr	Tn6 DDE FP	DDE Tn7 FP inh	Rev-erbA mod	ASAP1 GAP inh	PLCb3 inh	PLCg1 inh	ARFGAP1 inh	structure
0.9	0.2	-4.5	3.5	1.7	0.4	4.8	-20.2	-11.4	1.7	O=C(O)c1ccc(N/N=C/c2cccc3nccnc23)cc1
1.6	-0.4	-3.1	-1.9	5.2	-14.3	6.2	-7.0	-2.3	-3.7	Cc1c(C=NNC(=O)c2ccc(Br)cc2)c2ccccn2c1C(=O)c1ccncc1
-6.9	0.0	-5.0	-3.3	-1.5	-1.3	-2.9	-7.4	-9.0	3.0	Cc1ccc2c(c1)c(C)cc[n+]2Cc1ccccc1
-9.7	0.2	-1.3	-0.4	-0.3	4.4	-9.4	-3.4	-1.1	7.1	C[C@H](O)[C@@H]1C(=O)N2CCc3ccc(-c4cccc(F)c4)cc3[C@@H]2C[C@@H]1N(C)C(=O)C(C)(C)C
2.4	25.4*	-6.5	-2.9	4.6	0.1	-1.2	i	-469.2	2.5	Cc1ccc2nc3c(cc(C(=O)NCCc4ccccc4)c(=N)n3CC3CCCO3)c(=O)n2c1 (centres undefined)
-12.3	0.1	-0.8	-2.7	-6.4	-6.0	-2.4	-6.0	1.0	1.6	Cc1ccc(C(=O)N(C)CCOc2ccccc2)cc1S(=O)(=O)N1CCCCC1
-15.4	0.0	-3.7	3.6	0.5	-2.1	/	-1.2	-0.9	/	COc1ccc(/C=N\NC(=O)CN2CCN(Cc3ccccc3)CC2)cc1OCc1ccccc1
-5.5	0.1	-1.9	2.1	-0.5	-4.1	7.5	-4.4	0.2	0.9	COc1ccccc1N1CCN(/N=C\C(Br)=C\c2ccccc2)CC1
-21.1	0.7	-2.9	3.4	-1.8	1.9	-6.0	-10.3	-0.7	-5.7	COc1ccc(C(=O)c2c(C)oc3ccc(O)cc23)c(OC)c1
-0.8	-2.5	-2.2	-3.9	-2.5	-1.2	-0.7	-36.2	-17.8	-3.0	O=C(CCC1N=C2c3ccccc3N=C(SCC(=O)NCC3CCCO3)N2C1=O)NCc1ccc(F)cc1 (centres undefined)
-25.2	-0.2	-0.5	-0.5	-1.2	-6.4	-13.7	1.4	-1.1	4.5	O=C(CSc1nc2ccccc2c(=O)[nH]1)Nc1ccc(S(=O)(=O)N2CCCC2)cc1
5.4	0.0	43.6*	10.8	6.0	-5.7	5.0	-4.6	-4.4	2.1	CCOC(=O)c1cc(-c2ccccc2)nn1CCC#N
-3.9	0.3	-2.8	0.2	-6.4	2.1	-2.3	1.1	1.0	4.1	COC(=O)c1ccc(CSc2nnc(CNC(=O)c3ccccc3F)o2)o1
0.9	0.0	1.7	-2.9	4.3	-1.0	7.5	1.4	-5.9	2.4	Cc1cccc(OC(=O)Cn2c(C(F)(F)F)nc3ccccc32)c1
2.6	-2.3	-1.3	6.4	-3.5	-0.8	0.8	1.9	-2.8	11.9	C=CCOc1ccc(C=Nc2ccc(C)c(Cl)c2)c(O)c1
-16.2	-0.3	0.1	-0.6	-0.1	3.4	-10.6	-1.6	-0.6	3.1	O=C(c1ccc(NS(=O)(=O)c2ccc(F)cc2)cc1)N1CCCCCC1
-6.2	0.8	1.2	-10.1	-7.3	-1.2	6.5	1.6	1.5	12.7	Cc1ccc(OCC(O)CN2CCN(CC(O)COc3ccc(C)cc3)CC2)cc1 (centres undefined)
5.5	-0.4	-2.6	2.0	-6.8	-1.2	-1.6	2.4	4.2	-7.1	CC(=O)OC(C(=O)NC1CCCCC1)c1ccccc1F (centres undefined)
9.4	-0.6	0.5	2.6	2.8	3.3	-6.1	-0.9	0.4	-12.8	Cn1nccc1NS(=O)(=O)c1ccc(F)cc1
-8.5	0.4	0.6	2.2	-5.3	-3.5	5.9	-11.2	-8.4	8.7	O=S(=O)(c1ccccc1)c1nc(-c2ccccc2Cl)oc1NCCN1CCOCC1
-2.6	0.5	5.8	1.9	-5.2	-6.3	14.0	12.1*	12.7*	-1.4	COc1ccccc1/C=C(/C(=O)OCC(=O)NCc1ccccc1)c1ccccc1
6.1	0.3	3.2	-5.2	-0.5	0.4	11.7	4.2	5.8	2.4	C/C(=N\NC(=S)NC1CCCCC1)c1ccccc1
0.1	-0.1	-4.1	-1.4	3.2	1.9	-5.9	-3.3	1.9	7.9	COc1ccc(-c2nnc(NC(=O)CSc3ccccc3)s2)cc1OC
0.7	0.0	1.9	1.2	-2.7	-1.6	-5.0	2.0	2.4	-4.8	COC(=O)c1c(CCl)noc1C(=O)NC(C)C
3.8	-0.9	-2.9	-5.0	-6.7	-1.6	-1.7	4.1	-1.0	-1.3	CCCCCC(=O)N1CC2(CC(c3cccc(NC(=O)[C@@H]4CCC(=O)N4)c3)=NO2)C[C@@H]1C(N)=O (some centres undefined)
8.9	-0.1	-0.1	1.2	7.8	-3.2	-2.4	-3.8	1.9	-0.4	O=C(c1cncc(Br)c1)N1CCN(S(=O)(=O)c2ccc(Cl)cc2)CC1
17.4	0.3	-0.7	3.4	1.2	-4.9	-13.4	-5.7	0.8	3.9	CC(C)c1ccc(S(=O)(=O)NC2CCS(=O)(=O)C2)cc1 (centres undefined)
-29.1	1.2	2.4	-22.5	-0.5	-4.7	15.5	0.0	-1.9	9.7	O=C(Nc1ccccc1)Nc1cccc2cccnc12
-49.9	0.0	-1.3	10.7	-4.9	3.2	2.6	5.7	9.6*	5.9	Cc1ccc2nc(NC(=O)C3CCN(S(=O)(=O)c4cnc[nH]4)CC3)sc2c1
2.5	6.0	-2.7	-0.8	5.2	-9.4	5.3	-382.6	-314.4	-5.9	COCCNC(=O)c1cc2nc(-c3ccccc3)cc(C)n2n1
6.5	-0.4	-0.8	0.8	1.5	-0.9	-3.0	0.3	-1.0	-3.6	CC1CCN(CCC(=O)Nc2ccccc2)CC1
3.8	0.4	1.8	2.9	1.9	0.5	7.1	-5.6	-0.2	6.0	O=C1NC2(CCCCCC2)C(=O)N1Cc1ccccc1Cl
0.1	0.1	1.9	1.9	0.9	-1.5	6.8	0.6	1.3	5.2	Cc1ccc(S(=O)(=O)N2CCCC2C(=O)Nc2nccs2)cc1 (centres undefined)
9.8	0.9	5.1	2.2	6.3	-2.6	2.6	-13.5	-5.5	11.3	CC(Oc1ccc2c3c(c(=O)oc2c1)CCC3)C(=O)NCc1cccnc1 (centres undefined)
-3.5	-0.2	0.6	-4.0	-8.8	-1.9	4.4	0.5	-0.8	9.7	CCn1ccc(C(=O)Nc2ccccc2Cl)n1
10.1	0.2	2.9	-7.3	4.8	-2.4	-2.1	-5.3	-0.6	2.5	CCCCC(O)(CCCC)C(=O)NN(C(=O)OC)c1ccc(C)cc1
-7.0	0.4	-3.5	2.9	0.4	1.4	-1.0	-3.1	-4.0	4.2	Cc1cc(C)cc(NC(=O)C(Sc2ncnc3ccccc23)c2ccccc2)c1 (centres undefined)
-1.0	-0.8	-1.1	9.9	4.9	-3.4	-13.6	-4.3	2.4	1.6	Cc1cc([N+](=O)[O-])ccc1NC(=O)C(C)NC1CCCCC1 (centres undefined)
-9.6	0.1	-2.3	-3.4	4.0	11.8	-0.6	-2.8	1.4	-5.2	CC(=O)Nc1ccc(NC(=O)C(C)OC(=O)c2cccs2)cc1 (centres undefined)
5.4	-1.1	-1.8	1.6	-8.0	-2.5	20.6	-15.4	-5.6	3.5	CN(C)/C=C/C(=O)c1ccc2noc(-c3cccc(F)c3)c2c1
2.1	-0.2	-0.6	5.2	7.0	7.0	-3.7	3.2	0.1	-7.4	C[C@H](CO)N1C[C@H](C)[C@H](CN(C)C(=O)Nc2ccccc2F)OCc2cnnn2CCCC1=O
-3.2	0.1	4.0	-5.0	-7.8	-0.3	-14.8	-2.7	0.1	0.1	O=C(NCCCN1CCCC1=O)c1ccc(Cl)c(Cl)c1
0.3	0.7	-2.3	5.0	-3.4	-1.4	5.3	4.0	3.2	6.0	COC(=O)C(C)Oc1ccc2c(-c3cccc([N+](=O)[O-])c3)cc(=O)oc2c1 (centres undefined)
7.6	-0.2	5.5	-2.8	3.8	4.8	3.9	0.9	0.1	-6.8	CCN=C1SC(C(=O)Nc2cccc(Br)c2)CC(=O)N1CC (centres undefined)
-3.8	-0.4	-1.2	-2.6	-4.1	-0.2	-5.3	-5.3	-0.5	-4.6	COC(=O)CCC(=O)NC1CC(C)(C)Cc2c1cnn2-c1ccccc1 (centres undefined)
5.7	0.6	0.5	-6.1	2.7	-6.3	17.2	1.7	-25.7	3.8	CCc1nc(SCC(=O)Nc2ccc(N(C)C)cc2)n[nH]1
-7.7	-0.7	6.7	-6.2	-2.4	1.7	8.1	5.7	6.7	13.2	CC1(C)CC(=O)c2sc(N3CCCCC3)nc2C1
4.1	-0.4	-0.4	-3.6	-0.8	-9.9	0.7	-1.1	2.8	-6.4	O=C(O)c1ccccc1C(=O)Nc1ccc(Br)c(C(F)(F)F)c1
16.7	-0.8	9.7	8.0	2.3	-6.0	-16.2	-2.5	-4.3	-2.8	O=C(O)c1ccc(S(=O)(=O)NN=Cc2c[nH]c3ccccc23)cc1
-5.5	0.3	-0.9	1.5	-8.3	7.5	-2.1	-19.8	-16.2	-0.3	Cc1cccc(-c2nnc(NC(=O)c3ccc(N4C(=O)CCC4=O)cc3)s2)c1

Other records follow:
HGIII-sPLA2 inh	proKLK7 act	UHRF1 MBD2 ctr	Tn6 DDE FP	DDE Tn7 FP inh	Rev-erbA mod	ASAP1 GAP inh	PLCb3 inh	PLCg1 inh	ARFGAP1 inh	structure
3.1	0.2	2.7	4.7	0.1	4.8	9.0	2.1	2.4	4.6	CCOc1ccc(N(CC(=O)NC2CCCCCC2)S(=O)(=O)c2c(C)noc2C)cc1
-1.1	-0.2	0.8	4.3	-3.4	-2.5	2.4	8.9	3.0	11.5	CCS(=O)(=O)c1ccc(-c2csc(-c3ccccc3Cl)n2)c(Cl)c1Cl
-0.4	0.3	-2.4	1.0	-1.9	-6.6	3.3	-27.1	-15.9	-1.5	O=c1[nH]c(CN2CCN(S(=O)(=O)c3ccc(Cl)cc3)CC2)nc2cc(Cl)ccc12
5.5	-0.3	1.2	3.9	5.2	8.6	1.8	3.4	4.8	-4.6	CCC(=O)c1ccc(N2CCN(C(=O)c3ccc(Br)cc3)CC2)c(F)c1
2.3	-0.9	-0.4	2.4	5.5	2.7	-4.4	1.5	-0.9	6.2	CC(C)CCNC(=O)CCCCn1c(=O)[nH]c2ccsc2c1=O

Some of the entries so far, with tabs.
compound	HGIII-sPLA2 inh	proKLK7 act	UHRF1 MBD2 ctr	Tn6 DDE FP	DDE Tn7 FP inh	Rev-erbA mod	ASAP1 GAP inh	PLCb3 inh	PLCg1 inh	ARFGAP1 inh
CCS(=O)(=O)c1ccc(-c2csc(-c3ccccc3Cl)n2)c(Cl)c1Cl	-1.1	-0.2	0.8	4.3	-3.4	-2.5	2.4	8.9	3.0	11.5
O=c1[nH]c(CN2CCN(S(=O)(=O)c3ccc(Cl)cc3)CC2)nc2cc(Cl)ccc12	-0.4	0.3	-2.4	1.0	-1.9	-6.6	3.3	-27.1	-15.9	-1.5
CCC(=O)c1ccc(N2CCN(C(=O)c3ccc(Br)cc3)CC2)c(F)c1	5.5	-0.3	1.2	3.9	5.2	8.6	1.8	3.4	4.8	-4.6

Assay outcomes deposited in PubChem by several laboratories.

An unsorted share of the library. Share with any hit: about 4.5%.
